S100A4 MyoIIA: S100A4-myosin IIA interaction inhibition | S100A4/TAMRA-MyoIIA peptide fluorescence polarization | inhibition, % at 10.7 µM | 0.14% of 360,000 active;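 active means mean inhibition of at least 70% across replicates, with every replicate also reaching that level; inconclusive means mean inhibition reaches 70% but some replicates fall short; inactive means mean inhibition below 70%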
Target sequence (P26447 whole entry, looked up): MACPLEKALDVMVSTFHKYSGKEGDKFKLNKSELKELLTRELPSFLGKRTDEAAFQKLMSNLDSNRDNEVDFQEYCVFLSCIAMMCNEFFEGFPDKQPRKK
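System – human S100A4 monomer protein, biochemical binding assay · Buffer or medium – Calcium-containing HEPES buffer, pH 7.2 · Timing – 5 min between mix addition and reading · Also added – TAMRA-labelled myosin IIA heavy-chain peptide probe, 5 nM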
LGR2 antag: Drosophila LGR2 receptor signaling inhibition | HEK293 LGR2, CRE-luciferase, bursicon-stimulated, 4 h | AID 720647 | 0.35% of 380,000 active | inhibition, % at 9.99 µM;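 active means drop in luminescence signal, shown as inhibition above about 50% in the replicate tests, limit read from the data, passing the limit was not always enough; inconclusive means probably only some replicates passing the limit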;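 further: agonist challenge used bursicon conditioned medium at about half maximal strength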
Statin myotox sup: suppression of simvastatin myotoxicity | C2C12 myotubes + simvastatin, ATP luminescence, 48 h; scaled: DMSO 0, geranylgeraniol control 100 | rescue of ATP level, % at 7.49 µM | 0.78% of 330,000 active;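 active means mean ATP rescue above about 67%, or every replicate alone reaching that limit, limit read from the data, passing the limit was not always enough; inconclusive means no clear call, values can overlap the other calls; inactive means mean under the limit and some replicate under it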;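 further: myotubes were challenged with 10 µM simvastatin during compound exposure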
SIRT5 inh: sirtuin-5 (human) deacylase inhibition; Q9NXA8; Purified SirT5, succinyl-peptide AMC, trypsin-coupled fluorescence; inhibition, % at 15 µM; 1.1% of 330,000 active; AID 652115; in the data active means inhibition above about 15%; inconclusive means no clear call, values can overlap the other calls
Target sequence (Q9NXA8 whole entry, looked up): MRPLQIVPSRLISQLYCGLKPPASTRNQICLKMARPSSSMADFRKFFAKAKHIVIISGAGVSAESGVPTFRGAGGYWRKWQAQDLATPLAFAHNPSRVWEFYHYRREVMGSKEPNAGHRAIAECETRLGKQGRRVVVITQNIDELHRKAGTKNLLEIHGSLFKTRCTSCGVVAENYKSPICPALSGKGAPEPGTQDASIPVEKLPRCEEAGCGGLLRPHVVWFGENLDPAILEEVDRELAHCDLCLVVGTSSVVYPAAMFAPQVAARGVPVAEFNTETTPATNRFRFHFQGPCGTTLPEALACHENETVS
FN deposition inh: fibronectin deposition inhibition; AH1F fibroblasts, Alexa488-fibronectin deposition fluorescence, overnight; inhibition, % at 12.6 µM; 0.086% of 350,000 active; AID 743247;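 active means mean inhibition across replicates of 30% or more, regardless of how many single replicates reach that level; inconclusive means mean under 30% yet at least half of replicates reach 30%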;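 further: positive control wells lacked labelled fibronectin entirely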
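Material – AH1F fibroblast monolayer, labelled fibronectin deposition · Reagent – labelled fibronectin 24 nM · Timing – 1 h adhesion, overnight exposure · Measured by – fluorescence at 485 nm excitation, 525 nm emission · Read-out – inhibition of fibronectin deposition signal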
Casp6 inh: caspase-6 (human) enzyme inhibition; P55212; purified caspase-6, Z-VEID-R110 cleavage fluorescence; inhibition, % at 12.5 µM; 0.53% of 350,000 active; AID 686996;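 active means mean inhibition across replicates at least about 35%, with every replicate also reaching that limit, limit read from the data; inconclusive means only one of the two criteria met; inactive means neither criterion met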;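 further: 0% = median of neutral control wells and 100% = no fluorescence left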
Target sequence (P55212 24-179 limits assumed): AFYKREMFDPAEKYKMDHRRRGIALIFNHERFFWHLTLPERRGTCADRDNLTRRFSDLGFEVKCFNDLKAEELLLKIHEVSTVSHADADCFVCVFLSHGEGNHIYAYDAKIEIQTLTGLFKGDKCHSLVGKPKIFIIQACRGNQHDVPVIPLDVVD
Target sequence (P55212 194-293 limits assumed): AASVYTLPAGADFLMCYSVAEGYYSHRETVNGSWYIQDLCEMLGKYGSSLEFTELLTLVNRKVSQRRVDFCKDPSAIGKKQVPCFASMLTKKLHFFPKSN
esBAF inh: SWI/SNF esBAF complex inhibition; reporter increase, % at 12.5 µM; AID 602393; mouse ES cells, Bmi1-luciferase knock-in reporter, 24 h; 100% = twice the neutral-well signal; 2% of 350,000 active; in the data active means activation above about 40%; inconclusive means no clear call, values can overlap the other calls;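 further: 0% = median of the plate's neutral control wells and 100% = double that signal; a rise in the Bmi1 reporter signal indicates esBAF inhibition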
Active calls of the source: *; ? = inconclusive; . = not tested or not shown; & = joins results of further samples.

Order of results – esBAF inh | LGR2 antag | S100A4 MyoIIA | FN deposition inh | SIRT5 inh | Casp6 inh | Statin myotox sup
1. N#C[C@H]1[C@@H](c2ccccc2-c2ccccc2)[C@@H](CO)N1c1ncc(-c2ccccc2)s1
    . | 9.8 | -1.1 | -4.0 | 24.0* | -1.4 | .
2. CCNC(=O)C1(C)CCCN1C(=O)c1ccc(-c2ccccc2)cc1 (stereo not given)
    5.4 | -10.6 | -1.3 | 1.6 | -4.9 | 1.3 | 5.6
3. CC(C)CN(CC(C)C)c1nnc(NC(=O)Cn2c(=O)oc3ccccc32)s1
    4.0 | 7.2 | 0.1 | 3.1 | -0.3 | -3.7 | 22.6
4. Cc1cccc(NS(=O)(=O)c2nnc(NC(=O)c3cccc(C)c3)s2)c1
    -6.8 | 12.9 | 7.6 | -8.1 | 6.0 | 1.4 | 3.8
5. O=C(NC[C@H]1CC[C@H]2[C@H](CN2Cc2ccccc2F)O1)C1CC1
    . | . | 15.6 | . | -1.6 | 1.5 | .
6. COC(OC)c1ccnc(SCc2ccccc2Cl)n1
    . | 4.6 | 0.4 | -1.8 | 65.6* | -0.9 | .
7. O=c1[nH]c2ccc(Br)cc2c(=O)o1
    . | 4.9 | -5.7 | -6.6 | -3.9 | 7.8 | .
8. COc1ccc(-c2nnc(SCC(=O)N3CCCCC3)o2)cc1
    37.8 | -13.8 | 3.4 | 2.3 | 0.0 | -0.5 | 19.5
9. CCOc1ccc(-c2c(C(=O)N/N=C/c3ccsc3)nnn2-c2nonc2N)cc1
    -4.2 | 3.4 | -1.0 | -8.0 | -0.7 | 1.0 | -10.6
10. CCc1sc(N2[C@@H](C#N)[C@@H](c3ccccc3-c3cccc(C)c3)[C@@H]2CO)nc1C
    . | 8.2 | 9.9 | -8.4 | 7.1 | 0.2 | .
11. CCNC(=O)COC(=O)CCC(=O)c1cccs1
    . | 6.0 | -7.0 | 4.2 | -2.7 | -2.6 | .
12. CCn1c(CCc2ccccc2)nc2ccccc21
    42.1* | -33.3 | 8.4 | 0.0 | -3.2 | -2.6 | -17.9
13. CN1CCN(C(=O)[C@@H]2[C@@H](CO)[C@@H]3Cn4c(ccc(-c5ccncc5)c4=O)[C@@H]3N2CC2CC2)CC1
    . | 5.3 | -2.2 | 1.9 | -7.1 | -5.3 | .
14. C[C@H](CO)N1C[C@H](C)[C@@H](CN(C)C(=O)Nc2ccc(C(F)(F)F)cc2)Oc2c(NS(=O)(=O)c3cn(C)cn3)cccc2C1=O
    -0.3&0.9 | 7.8 | 2.8&-1.3 | 2.1&2.7 | 1.4&1.4 | -1.2&-3.0 | -3.6&9.2
15. Nc1nc2ccc([N+](=O)[O-])c(N)c2s1
    -1.2 | . | . | 6.3 | . | . | -10.3
16. CCOC(=O)N1CCN(CC(=O)Nc2cc3c(cc2C(C)=O)OCO3)CC1
    -3.3 | 23.0 | -5.3 | -17.7 | . | -1.8 | -3.9
17. COc1ccc(C2=NN(c3nc4ccccc4s3)C(=O)C2)cc1
    . | -41.9 | -8.4 | . | 3.4 | 3.4 | .
18. COc1ccccc1N(CC(=O)NCc1ccccc1)S(=O)(=O)c1cccs1
    8.6 | 6.7 | -3.0 | -2.0 | . | 2.8 | -2.3
19. C[C@H]1CN([C@@H](C)CO)C(=O)c2cccc(NC(=O)c3ccc(-c4nccs4)cc3)c2O[C@@H]1CN(C)C(=O)Nc1ccc(F)cc1
    -1.2 | 15.8 | 10.7 | 15.4 | 4.7 | -3.2 | -36.9
20. O=C(C[C@@H]1CC[C@@H](NC(=O)Cc2ccccn2)[C@H](CO)O1)NCCc1ccccc1
    -5.3 | 8.8 | -10.0 | . | 3.2 | -2.3 | 2.6
21. C[C@@H]1CN([C@@H](C)CO)C(=O)c2cc(NC(=O)Nc3ccc(F)cc3)ccc2O[C@@H](C)CCCCO[C@H]1CN(C)C(=O)CCCN(C)C
    -4.9 | 6.6 | -2.1 | . | 2.3 | -0.3 | .
22. CC1CCCC(C)N1C(=O)COC(=O)Cc1ccc(F)cc1 (stereo not given)
    -2.2 | -9.9 | -1.4 | 3.1 | -1.6 | -5.8 | 3.2
23. CCOC(=O)[C@H]1[C@H]2COc3ccc(C)cc3[C@@H]2N2C(=O)CN(Cc3ccccc3)C(=O)[C@@]12C
    -8.2 | -11.0 | -0.9 | -2.0 | . | 0.7 | -8.2
24. CN1C(=O)/C(=C/c2ccccc2Cl)Sc2ccc(C(=O)NCc3cccnc3)cc21
    0.7 | 2.4 | -5.2 | -6.6 | 1.3 | 0.1 | -11.3
25. COc1ccc(N2CCN(S(=O)(=O)CCNS(=O)(=O)c3ccccc3)CC2)cc1
    -4.8 | 4.4 | 1.4 | -0.5 | 2.0 | 3.7 | 19.5
26. O=C(Nc1ccn(CCCNCC(c2ccccc2)c2ccccc2)c(=O)n1)OCc1ccccc1
    -1.9 | 1.6 | 0.4 | -9.4 | -2.8 | 0.0 | -8.9
27. COc1ccc(C(C)=O)cc1CN1CCCCC1
    0.6 | . | . | -8.9 | . | . | 6.1
28. COc1ccc(C(NC(=O)C2C3C=CC(C3)C2C(=O)O)c2ccccc2)cc1 (stereo not given)
    . | 14.5 | 3.8 | . | 1.4 | 1.3 | .
29. Cc1cc(C)n(-c2ccc(C(=O)OCc3nnc(-c4ccccc4)o3)cc2)n1
    45.6* | -48.5 | . | . | . | . | -14.2
30. C[C@H](CO)N1C[C@H](C)[C@H](CN(C)Cc2cccnc2)Oc2ncc(-c3ccc(F)cc3)cc2C1=O
    -1.0 | -12.7 | 2.6 | . | ? | 1.3 | -12.0

Full records, quoted from the list. Order of screens: esBAF inh, LGR2 antag, S100A4 MyoIIA, FN deposition inh, SIRT5 inh, Casp6 inh, Statin myotox sup
O=C(C[C@@H]1CC[C@@H](NC(=O)Cc2ccccn2)[C@H](CO)O1)NCCc1ccccc1 across the screens: -5.3, 8.8, -10.0, ., 3.2, -2.3, 2.6
O=C(Nc1ccn(CCCNCC(c2ccccc2)c2ccccc2)c(=O)n1)OCc1ccccc1 across the screens: -1.9, 1.6, 0.4, -9.4, -2.8, 0.0, -8.9
CC1CCCC(C)N1C(=O)COC(=O)Cc1ccc(F)cc1 (stereo not given) across the screens: -2.2, -9.9, -1.4, 3.1, -1.6, -5.8, 3.2

(continued)
Order of results – esBAF inh | LGR2 antag | S100A4 MyoIIA | FN deposition inh | SIRT5 inh | Casp6 inh | Statin myotox sup
31. COc1ccccc1CNC(=O)C[C@@H]1CC[C@H](NC(C)=O)[C@H](CO)O1
    -0.7 | 6.1 | 9.2 | -2.3 | 1.1 | 0.4 | -3.7
32. O=c1c2ccccc2n(Cc2cccc(F)c2)c(=O)n1C1CCCC1
    3.8 | -4.0 | . | . | . | . | -1.2
33. COc1ccc(C(=O)CSc2nc(N)nc(SC)c2C#N)cc1
    1.2 | . | . | -6.2 | . | . | 2.2
34. CC(CNC(=O)c1cc(COc2c(F)cccc2F)on1)c1ccccc1 (stereo not given)
    . | -1.8 | 0.2 | 2.1 | -2.8 | 0.2 | .
35. O=C(Nc1cccc2[nH]ncc12)NS(=O)(=O)c1ccccc1
    4.0 | 3.5 | 9.4 | 0.8 | 6.9 | 1.7 | 6.2
36. COc1cc(C(=O)NNC(=O)/C=C/c2ccccc2)cc(OC)c1OC
    0.8 | 6.5 | -5.1 | 7.2 | 9.5 | 1.1 | -0.9
37. COc1cc(C(=O)OC(C)CN2CCOCC2)cc(OC)c1OC (stereo not given)
    4.4 | -9.9 | -7.5 | -8.8 | -3.1 | -0.5 | 1.5
38. CCCCn1c(N)c(N(CC)C(=O)c2cc(C)cc(C)c2)c(=O)[nH]c1=O
    -1.5 | -16.0 | 2.0 | -1.9 | -3.6 | 4.1 | -2.7
39. CCOc1ccc(S(=O)(=O)N2CCC(c3ccccc3)CC2)cc1C(=O)O
    3.3 | 9.7 | -8.6 | -5.7 | -3.8 | -0.1 | 0.2
40. Cn1cc(Cl)c(C(=O)N2CCN(c3ncccn3)CC2)n1
    -2.7 | . | . | 8.6 | . | . | 5.5
41. O=C(NCCCN1CCOCC1)c1cccc(S(=O)(=O)Nc2cc(Cl)ccc2Cl)c1
    . | 21.2 | -4.8 | -5.6 | 11.3 | -0.4 | .
42. COC(=O)[C@]12CCCCC=C1N(Cc1ccco1)C(=O)[C@H](CC(=O)NCc1cccc3ccccc13)C2
    . | -9.7 | 0.5 | 12.2 | -2.1 | 1.5 | .
43. CN(c1ccc(C(=O)Nc2ccc(S(=O)(=O)N3CCCC3)cc2)cc1)S(C)(=O)=O
    . | 14.3 | -1.3 | 3.7 | -3.9 | 9.8 | .
44. O=c1[nH]c2ccccc2c2cn(-c3ccccc3)nc12
    . | -64.2 | -11.2 | 0.4 | -7.1 | -0.3 | .
45. CCc1ccc(N2CC(C(=O)Nc3nc4ccc(S(C)(=O)=O)cc4s3)CC2=O)cc1 (stereo not given)
    -4.5 | -14.0 | 1.5 | -1.7 | 0.2 | -1.4 | 9.1
46. CCS(=O)(=O)Nc1ccc2c(c1)C(=O)N(C)[C@@H]1CC[C@@H](CC(=O)NCCOC)O[C@@H]1CO2
    -1.4 | -3.7 | -0.5 | -14.1 | -4.8 | -2.0 | 13.2
47. CSc1nc(C)cc(Oc2ccc(=O)n(C)n2)n1
    -5.0 | . | . | -6.1 | . | . | 1.4
48. Cc1nc2sccn2c(=O)c1S(=O)(=O)Nc1cccc(Cl)c1C
    2.8 | -5.9 | -3.7 | 1.9 | -3.4 | 2.8 | -1.8
49. COc1ccc(CN(C)C(=O)C(CCSC)NS(=O)(=O)c2ccc3c(c2)OCCO3)c(OC)c1OC (stereo not given)
    -1.4 | -5.7 | -3.0 | 2.3 | -4.4 | 2.4 | -3.7
50. O=C(OCc1ccccc1)Oc1cncc(C(=O)O)c1
    -6.4 | 24.3 | -3.4 | . | -2.7 | 17.1 | 6.1
51. O=C(NCc1cccs1)C1CCN(S(=O)(=O)c2ccc(Br)s2)CC1
    -6.2 | -11.7 | . | . | . | . | 5.4
52. O=C(C1CCCO1)N1CCN(S(=O)(=O)c2ccc(F)cc2)CC1 (stereo not given)
    -15.9 | 15.6 | -3.5 | 3.7 | -6.4 | 2.0 | 1.5
53. CN(C)c1nc(SCC#N)nc(N(C)C)n1
    2.2 | . | . | 7.5 | . | . | 13.5
54. CN1c2ccccc2C(C)(C)C12CC(c1cccc(S(=O)(=O)N3CCCC3)c1)=NO2 (stereo not given)
    -8.3 | 21.4 | . | 3.6 | . | . | 4.1
55. COCC#Cc1ccc2c(c1)O[C@@H](CN(C)S(=O)(=O)c1ccc(OC)cc1)[C@@H](C)CN([C@@H](C)CO)S2(=O)=O
    1.1 | 7.6 | 5.8 | . | 13.4 | -0.5 | -20.7
56. CC(=O)OCC(=O)[C@@]1(O)CC[C@H]2[C@@H]3CCC4=CC(=O)C=C[C@]4(C)[C@@]3(Cl)[C@@H](Cl)C[C@@]21C
    -4.7 | 0.2 | -2.9 | -3.8 | -1.2 | -2.1 | -20.7
57. Cn1ccnc1SCC(=O)c1cccc(Br)c1
    29.5 | -3.0 | . | 6.0 | . | . | 46.8
58. CC1(C)CC(=O)c2c(oc3ccc(NS(=O)(=O)c4cccc5cccnc45)cc23)C1
    . | -6.3 | 3.4 | -1.0 | -12.2 | -2.5 | .
59. CCN1[C@@H]2Cn3c(ccc(-c4ccccc4F)c3=O)[C@H]1[C@@H](C(=O)NCCOC)[C@@H]2CO
    2.9 | 18.2 | -18.6 | . | -3.8 | 3.7 | 5.1
60. Nc1nc2ccc(Cl)cc2[nH]1
    . | . | 1.3 | -0.1 | . | 0.6 | -2.4
61. O=C(NC1CCCC1)C(=O)N(Cc1cccnc1)C(C(=O)NCc1ccco1)c1ccccc1F (stereo not given)
    . | -34.6 | 1.0 | -4.8 | -6.1 | -3.9 | .

These rows are one share of the data, so the mix of outcomes need not match the whole.
